# Fluorescein autfl = fluorescein region autofluorescence | Compound autofluorescence, 480/540 nm, fluorescein-equivalent; hits give high values | max fluorescein-equivalent concentration, M | 59,000 compounds, 0.91% hits | AID 593; in the data active means max fluorescein-equivalent concentration above about 10 nM; inconclusive means between about 1.1 nM and that limit
#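 Fluorescein stocks ranging 3 mM down to 300 nM, plus DMSO blanks, were pinned alongside compounds to build a per-plate standard curve. Buffer: 100 mM Tris, pH 8.0. Incubation 15 min, room temperature; filters 480/540 nm.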
# USP2a inhib = USP2a (human) protease inhibition; O75604; USP2a enzymatic assay, qHTS inhibition; Potency, µM (doses to about 38.3 µM), for the others: at the top dose activity change, negative = inhibition, hits mostly inhibitors; 60,000 compounds, 0.1% hits;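 further: potency means the concentration at half of the fitted maximal effect; nearly all actives have a fitted effect of over 60% in size; plate controls were DMSO for no effect and NEM full inhibition control for full effect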
# Target sequence (O75604 whole entry, looked up): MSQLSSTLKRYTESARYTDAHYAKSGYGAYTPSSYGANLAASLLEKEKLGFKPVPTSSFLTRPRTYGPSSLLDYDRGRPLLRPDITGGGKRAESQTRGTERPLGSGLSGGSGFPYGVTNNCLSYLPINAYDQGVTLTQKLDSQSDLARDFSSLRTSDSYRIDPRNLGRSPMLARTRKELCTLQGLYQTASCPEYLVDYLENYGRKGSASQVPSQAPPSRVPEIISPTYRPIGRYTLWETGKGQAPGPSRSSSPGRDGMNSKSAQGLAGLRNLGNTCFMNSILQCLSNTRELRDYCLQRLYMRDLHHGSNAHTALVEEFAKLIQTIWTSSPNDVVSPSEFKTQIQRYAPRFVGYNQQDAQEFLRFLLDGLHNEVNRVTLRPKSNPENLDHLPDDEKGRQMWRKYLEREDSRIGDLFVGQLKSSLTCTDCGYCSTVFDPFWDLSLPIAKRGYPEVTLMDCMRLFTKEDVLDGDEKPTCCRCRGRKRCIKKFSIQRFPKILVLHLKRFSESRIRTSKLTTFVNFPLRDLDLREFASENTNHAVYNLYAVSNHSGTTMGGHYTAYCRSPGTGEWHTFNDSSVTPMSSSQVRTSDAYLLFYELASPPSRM
#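 20 nM USP2 core + cpd, 30 min RT; add 20 nM Ub-PLA2/20 uM NBD C6-HPC; read Ex460/Em535 at 0 h and 2.5 h. Normalized to NEM; qHTS curve fit/classification.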
# Texas Red fluor = compounds fluorescent in Texas Red spectral region | max dye-equivalent concentration, M | 59,000 compounds, 0.06% hits | AID 587 | Compound fluorescence, Texas Red channel, 547/618 nm; hits give high values; in the data active means max dye-equivalent concentration above about 10 nM; inconclusive means between about 1.1 nM and that limit
#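 Dye-equivalent concentrations come from scaling compound signal (ex 547, em 618 nm) to six Texas Red standard concentrations run on every plate, after 15 min room-temperature incubation in pH 8.0 Tris (100 mM).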
# BRCT PPI green = inhibitors of human BRCA1 BRCT-phosphoprotein interaction (green fluorophore); P38398; BRCA1 BRCT-phosphopeptide binding, green fluorescence polarization; Potency, µM (top dose mostly 76.9 µM), for the others: at the top dose activity change, negative = inhibition, actives largely listed as inhibitors; 75,000 compounds, 0.05% hits; AID 875;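 further: potency means the concentration at half of the fitted maximal effect; plate controls were peptide without protein for full effect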
#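 Compounds were incubated for 12 min at room temperature with a complex of 100 nM fluorescein-tagged pBACH1 decapeptide and 250 nM His-tagged BRCT protein. Buffer was phosphate pH 7.3 with EDTA, DTT and Tween 20. Disruption of binding lowers the polarization signal.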
# Caspase-7 inhib = caspase-7 (human) inhibition, allosteric or competitive; P55210; AID 889; Potency, µM (top dose mostly 57.5 µM), for inactives: top-dose activity change, negative = inhibition, most hits filed as inhibitors; recombinant caspase-7, Ac-DEVD-AFC fluorescence rate; 75,000 compounds, 0.02% hits; active means well fitted inhibition curve with a large enough effect in the main read-out, with a control signal flat, not every such curve was filed as active; inconclusive means small, poorly fitted or top-dose-only effect, or a change in a side signal; further: potency means the concentration at half of the fitted maximal effect; % of control where 0% means no effect
# BRCT inh red = inhibitors of human BRCA1 BRCT-phosphoprotein interaction (red fluorophore); P38398; BRCT-phosphopeptide binding, red fluorescence polarization; Potency, µM (doses to about 76.9 µM), inactives show at the highest dose activity change, negative = inhibition, most hits filed as inhibitors; 75,000 compounds, 0.03% hits; further: on the % scale 0 is the no-effect control and ±100 the full control effect
#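 Fluorescence polarization: 100 nM His-tagged BRCA1 BRCT with 100 nM TAMRA-labelled phospho-BACH1 decapeptide, phosphate buffer pH 7.3 with 150 mM NaCl, DTT, 0.01% Tween 20; 12 min RT. Binding inhibition seen as FP decrease.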
# Rhodamine fluor = compound autofluorescence in rhodamine spectral region | max dye-equivalent concentration, M | 59,000 compounds, 0.05% hits | Rhodamine-region fluorescence, 547/598 nm, Tris buffer; hits give high values | AID 594; in the data active means max dye-equivalent concentration above about 11 nM; inconclusive means between about 1.1 nM and that limit
#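 Steps: pin-transfer compounds into pH 8.0 Tris (100 mM), hold 15 min at room temperature, image with a 547/598 nm filter pair, and convert intensities to rhodamine-equivalent concentration using a six-point on-plate rhodamine series.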
# Caspase-1 inhib = allosteric or competitive inhibitors of human caspase-1; P29466; Caspase-1 enzyme, Ac-WEHD-AFC fluorogenic rate; Potency, µM (series often up to 57.5 µM), without a hit: at the top dose activity change, negative = inhibition, most hits filed as inhibitors; 75,000 compounds, 0.03% hits; AID 900;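 further: potency means the concentration at half of the fitted maximal effect; plate controls were vehicle for no effect and no substrate for full effect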
# Target sequence (P29466 120-297 limits assumed): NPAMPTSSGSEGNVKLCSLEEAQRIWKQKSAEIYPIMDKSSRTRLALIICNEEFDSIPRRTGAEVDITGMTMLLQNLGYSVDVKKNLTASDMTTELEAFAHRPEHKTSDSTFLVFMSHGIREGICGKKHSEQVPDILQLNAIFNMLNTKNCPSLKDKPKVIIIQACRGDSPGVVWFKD
# Target sequence (P29466 317-404 limits assumed): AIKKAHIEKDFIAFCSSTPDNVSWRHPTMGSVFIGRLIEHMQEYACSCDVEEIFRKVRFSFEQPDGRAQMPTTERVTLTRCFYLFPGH
# 4-MU autofl = compound fluoresces in the 4-MU spectral region; compound autofluorescence, 340/450 nm, 4-MU equivalents; hits give high values; max dye-equivalent concentration, M; 59,000 compounds, 11% hits; AID 589; in the data active means max dye-equivalent concentration above about 10 nM; inconclusive means mostly about 1.1 nM to 9.6 nM
#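 Compounds in 100 mM Tris, pH 8.0, sat 15 min at room temperature before fluorescence was read at 340 nm excitation/450 nm emission; a per-plate six-point 4-MU standard curve converted signals to dye-equivalent concentration at each compound concentration.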
# A350 fluor = compound fluoresces in the Alexa 350 spectral region. Compound autofluorescence, 340/450 nm, Alexa 350 dye-equivalents; hits give high values. max dye-equivalent concentration, M. 59,000 compounds, 11% hits. AID 590; in the data active means max dye-equivalent concentration above about 10 nM; inconclusive means mostly about 1.1 nM to 9.6 nM
# HEK293 cAMP ctrl = parental HEK293 cAMP activation (counter-screen); Potency, µM (titrated, usually from 57.1 µM), for inactives: at the top dose activation, most hits filed as activators; AID 938; 73,000 compounds, 2.5% hits; parental HEK293 CNG cAMP sensor, membrane potential fluorescence; further: potency means the concentration at half of the fitted maximal effect; % of control where 0% means no effect; nearly all actives have a fitted effect of over 55% in size
#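 Parental HEK 293 cells stably expressing a modified CNG channel (no TSHR) report cAMP rise as membrane depolarization. Membrane potential dye with 100 uM RO 20-1724 was loaded for 60 min at room temperature, then compound added for 30 min; fluorescence read at 590 nm.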
# Starred values were filed as active, the others as inactive; i = inactive; u = inconclusive; x = not tested or not shown; [ ] = dose if it differs, or a comment. Unless noted, the call rests on the fitted dose curve; in most records, active means well fitted curve in the direction sought with a large enough effect; inconclusive means small, poorly fitted or top-dose-only effect, or another doubt; inactive means no such curve, though single readings can be large; an effect the other way counts as inactive or inconclusive. Not all compounds are listed (hit frequency here may not be typical).
SMILES,Fluorescein autfl,USP2a inhib,Texas Red fluor,BRCT PPI green,Caspase-7 inhib,BRCT inh red,Rhodamine fluor,Caspase-1 inhib,4-MU autofl,A350 fluor,HEK293 cAMP ctrl
CSc1nc(-c2ccco2)nn1C(=O)c1ccc(C)cc1,x,x,x,0.5%,-1%,-3.7%,x,1%,x,x,6%
COc1ccc(NC(=O)CSc2nnc(N)s2)cc1,x,x,x,-0.8%,0%,0.1%,x,-2%,x,x,23%
COc1ccc(C(=O)N2CCC3(CCN(Cc4ccccc4OC)CC3)CC2)cc1,i,33%[activator],i,-1.6%,-1%,-1.7%,i,-4%,i,i,11%
CN(C(=O)c1ccc2c(c1)OCO2)C1(C(=O)NC2CCCCC2)CCCCC1,i,12%,i,2.3%,-4%,0.2%,i,-5%,i,i,u
O=C(CSCC(=O)NCc1ccco1)NCc1ccco1,i,-6%,i,-3.3%,0%,0.1%,i,0%,i,i,-9%
Cn1nnnc1SCC(=O)N1c2ccccc2Sc2ccc(Cl)cc21,u,26%,u,-2.8%,-1%,0.2%,i,-3%,i,i,8%
Cc1nc2ccc(C(=O)N3CCN(c4ccccn4)CC3)cc2s1,i,-2%,i,-0.5%,0%,-0.6%,i,0%,i,i,22%
Cc1ccc(-n2c(SCC(=O)Nc3ccc4c(c3)OCO4)nnc2-c2ccoc2C)cc1,u,23%,u,0.2%,-3%,-1.3%,i,-1%,i,i,20%
CCOC(=O)CC(=O)Nc1c(C)cc(C)cc1C,x,3%,x,-2.0%,3%,0.3%,x,-1%,x,x,-4%
Cc1ccccc1NC(=O)N1C2CCCC1CC(NC(=O)C1CC1)C2 (stereo unspecified),i,2%,i,0.6%,3%,0.7%,i,-1%,i,i,1%
O=C(Nc1ccc(-c2cn3ccsc3n2)cc1)c1ccc(F)c(S(=O)(=O)N2CCOCC2)c1,i,31%[activator],i,0.7%,-2%,-0.5%,i,-4%,u,u,-3%
Cn1c(N2CCCC2)nc2c1c(=O)n(Cc1cccc(F)c1)c(=O)n2C,i,1%,u,-1.7%,-1%,-1.4%,i,-1%,i,i,-10%
Cc1cnc(CNc2ccnc(-c3cccc(NS(C)(=O)=O)c3)n2)cn1,i,4%,u,-0.4%,-10%,-2.1%,i,-8%,i,i,u
Cn1c(CNC(=O)Nc2ccccc2Cl)nnc1SCc1ccccc1,u,21%,i,-0.1%,-9%,0.6%,i,0%,i,i,17%
CC1(C)NC(=O)N(CC(O)COc2cccc(F)c2)C1=O (stereo unspecified),x,x,x,-1.8%,-2%,0.6%,x,4%,x,x,2%
O=C(NC(Cc1cc(=O)[nH]c2ccccc12)C(=O)O)c1ccc(Cl)cc1 (stereo unspecified),x,-2%,x,0.4%[3.08 µM],2%,1.1%,x,-2%,x,x,x
CCOC(=O)c1ccc(N2C(=O)c3n[nH]c(C)c3C2c2ccco2)cc1 (stereo unspecified),i,17%,u,0.9%,0%,-0.6%,i,1%,i,u,28%
OC(CN1CCOCC1)Cn1c(-c2cccc(Cl)c2)nc2ccccc21 (stereo unspecified),i,0%,i,-2.2%,3%,0.0%,i,1%,i,i,-56%[inhibitor]
Cc1cc(NS(=O)(=O)c2ccccc2)n(-c2ccccc2)n1,i,-2%,i,-3.8%,0%,2.2%,i,-2%,i,i,2%
CCCCNC(=O)c1c(N)n(/N=C/c2ccccn2)c2nc3ccccc3nc12,i,1%,i,-0.3%,-4%,0.4%,i,-1%,i,i,4%
O=C(CSc1nc(Nc2ccccc2)nc(N2CCOCC2)n1)N1CCCC1,u,4%,i,5.0%,0%,-0.6%,i,0%,i,i,-3%
Cc1onc(-c2c(F)cccc2Cl)c1C(=O)Nc1nc2c(s1)CCCC2,u,33%[activator],i,0.6%,-5%,-0.8%,i,-4%,2.8e-07M*,2.9e-07M*,-2%
C(#Cc1ccccc1)Cn1nnc2ccccc21,x,0%[7.66 µM],x,-4.2%,-1%,-0.8%,x,-1%,x,x,u
O=C(O)C[n+]1ccccc1,i,x,i,-1.6%[15.4 µM],0%[11.5 µM],-0.5%[15.4 µM],i,0%[11.5 µM],i,i,4%[11.4 µM]
Cc1ccc(-c2nn3c(C)nnc3c3ccccc23)cc1S(=O)(=O)N1CCN(CCO)CC1,u,23%,i,13%,-1%,1.4%,i,0%,i,i,-11%

# (cont.)
SMILES,Fluorescein autfl,USP2a inhib,Texas Red fluor,BRCT PPI green,Caspase-7 inhib,BRCT inh red,Rhodamine fluor,Caspase-1 inhib,4-MU autofl,A350 fluor,HEK293 cAMP ctrl
O=C(c1cccs1)N1CCN(C2CCCCC2)CC1,i,-2%,i,-0.2%,1%,-0.5%,i,1%,i,i,9%
O=S(=O)(Nc1ccc(C(F)(F)F)cc1)c1cnc[nH]1,i,6%,i,-0.8%,-2%,0.6%,i,-1%,i,i,-1%
CCC/C=C(\CCC)C(NP(=O)(c1ccccc1)c1ccccc1)c1ccc(C(F)(F)F)cc1 (stereo unspecified),x,x,x,-2.5%,1%,-1.1%,x,-1%,x,x,4µM*
O=C(COC(=O)c1ccco1)Nc1cccc(Br)c1,i,-8%,i,-2.6%,7%,-0.4%,i,-1%,i,i,6%
CCN(CC)CCCOc1nc(C)nc2c1oc1ccccc12,i,4%,i,2.3%,0%,-0.2%,i,-5%,i,i,2%
CCCOc1ccc(-c2nnc(-c3ccco3)o2)cc1,i,1%,u,-0.6%,-1%,0.2%,i,-1%,i,i,u
CCc1ccc(C2CC(c3ccccc3C)n3nc(N)nc3N2)cc1 (stereo unspecified),x,x,x,-2.8%,0%,0.8%,x,0%,x,x,15%
CCCn1c(NCc2ccc3c(c2)OCO3)nc2ccccc21,x,x,x,-1.9%,0%,-0.3%,x,-1%,x,x,23%
CCc1ccc(-c2cn(-c3nc(C)cc(C)n3)c(=N)o2)cc1,u,-3%,i,0.2%,-3%,0.6%,i,-2%,i,i,25µM*
Nc1nc(CSc2nnc(-c3cccc(F)c3)n2-c2ccccc2)nc(N2CCOCC2)n1,i,-3%,i,-2.8%,3%,-0.4%,i,1%,i,i,8%
O=C(O)CSc1nnc(-c2ccccc2O)n1Cc1ccccc1,i,-5%,u,3.6%,-3%,-1.4%,i,-1%,i,i,-6%
O=c1c(O)c(-c2ccc(O)c(O)c2)oc2c(OC[C@H]3O[C@@H](O)[C@@H](O)[C@H](O)[C@@H]3O)c(O)cc(O)c12,i,x,i,x,x,x,i,x,i,i,-1%
CS(=O)(=O)Nc1cccc(-c2cncnc2-n2ccnc2)c1,u,-7%,i,0.7%,1%,0.5%,i,0%,i,i,0%
Cc1ccc(OCC(=O)Nc2cccc(O)c2)cc1C,i,15%,i,-0.9%,0%,-0.1%,i,-1%,i,i,5%
Cn1c(COc2ccccc2)nnc1SCCN1CCOCC1,i,-4%,i,-5.3%,1%,-0.6%,i,0%,i,i,-4%
COC(=O)c1ccc(COC(=O)c2[nH]c(C)c(C(C)=O)c2C)o1,i,8%,i,3.6%,1%,-0.1%,i,2%,i,i,-5%
O=C(CSc1ncn(-c2ccccc2)n1)Nc1ccc(Br)cn1,i,2%,i,0.7%,-5%,-2.4%,i,-2%,i,i,u
CCOC(=O)C(NC(=O)OC(C)C)(Nc1nccs1)C(F)(F)F (stereo unspecified),u,4%,i,-3.2%,1%,0.5%,i,-1%,u,u,-2%
Cc1cccc(Nc2nc3c(c(=O)n(C)c(=O)n3C)n2CC(O)CO)c1 (stereo unspecified),i,5%,i,-3.6%,1%,-0.4%,i,1%,i,i,-7%
CC1(C)CC(CCC(=O)Nc2ccc(S(N)(=O)=O)cc2)C(=O)O1 (stereo unspecified),i,6%,i,-1.0%,1%,0.3%,i,0%,i,i,0%
Nc1nnc(CSc2ccc(Cl)cc2)s1,i,x,i,x,x,x,i,x,i,i,x
Cc1cccc(N2CCN(C(=O)c3ccncc3)CC2)c1C,i,4%,i,3.4%,-4%,0.4%,i,-2%,i,i,9%
CCN(CC)S(=O)(=O)c1cccc(-c2nnc(SC(C)C(=O)NCCC3=CCCCC3)o2)c1 (stereo unspecified),u,-14%,i,-5.0%,-3%,-2.5%,i,-1%,i,i,u
CCOC(=O)Cc1nnc(NC(=O)C(CC)Sc2nc(C)cc(=O)[nH]2)s1 (stereo unspecified),x,x,x,-0.4%,-1%,-0.1%,x,1%,x,x,14%
CC(=O)N(Cc1cccs1)C1CCOC(C)(C)C1 (stereo unspecified),i,2%,i,-1.1%,1%,-0.8%,i,0%,i,i,5%
COc1cc(Cl)c(C)cc1NC(=O)CSc1nnc(-c2cccnc2)n1Cc1ccco1,i,-5%,i,2.4%,0%,1.3%,i,-3%,i,i,6%
Nc1ncnc2c1ncn2CCCCC(=O)O,i,x,i,-0.5%[15.4 µM],1%[11.5 µM],-1.4%[15.4 µM],i,3%[11.5 µM],i,i,6%[11.4 µM]
N#CC1=C(N)N(c2ccccc2)C2=C(C(=O)CCC2)C1c1ccsc1 (stereo unspecified),i,8%,i,0.2%,-3%,0.4%,i,-4%,1.6e-08M*,1.7e-08M*,-1%
CCOC(=O)c1c(NC(=O)c2ccoc2C)sc2c1CCC2,i,32%[activator],i,-1.6%,-3%,1.3%,i,-2%,5.2e-07M*,5.7e-07M*,u

# Assay outcomes deposited in PubChem by National Center for Advancing Translational Sciences (NCATS).
